KDM5B inh – inhibitors of human KDM5B histone demethylase | KDM5B demethylase, FDH-coupled NADH fluorescence (FDH is formaldehyde dehydrogenase) | Potency, µM (highest dose often 57.7 µM), for inactives: top-dose activity change, negative = inhibition, hits mostly inhibitors | 220,000 compounds, 2.6% hits; active means well fitted inhibition curve with a large enough effect; inconclusive means small, poorly fitted or top-dose-only effect; inactive means no such curve, though single readings can be large or run the other way; further: 0% is about no effect; nearly all actives have a fitted effect of over 70% in size
Target sequence (Q9UGL1 whole entry, looked up): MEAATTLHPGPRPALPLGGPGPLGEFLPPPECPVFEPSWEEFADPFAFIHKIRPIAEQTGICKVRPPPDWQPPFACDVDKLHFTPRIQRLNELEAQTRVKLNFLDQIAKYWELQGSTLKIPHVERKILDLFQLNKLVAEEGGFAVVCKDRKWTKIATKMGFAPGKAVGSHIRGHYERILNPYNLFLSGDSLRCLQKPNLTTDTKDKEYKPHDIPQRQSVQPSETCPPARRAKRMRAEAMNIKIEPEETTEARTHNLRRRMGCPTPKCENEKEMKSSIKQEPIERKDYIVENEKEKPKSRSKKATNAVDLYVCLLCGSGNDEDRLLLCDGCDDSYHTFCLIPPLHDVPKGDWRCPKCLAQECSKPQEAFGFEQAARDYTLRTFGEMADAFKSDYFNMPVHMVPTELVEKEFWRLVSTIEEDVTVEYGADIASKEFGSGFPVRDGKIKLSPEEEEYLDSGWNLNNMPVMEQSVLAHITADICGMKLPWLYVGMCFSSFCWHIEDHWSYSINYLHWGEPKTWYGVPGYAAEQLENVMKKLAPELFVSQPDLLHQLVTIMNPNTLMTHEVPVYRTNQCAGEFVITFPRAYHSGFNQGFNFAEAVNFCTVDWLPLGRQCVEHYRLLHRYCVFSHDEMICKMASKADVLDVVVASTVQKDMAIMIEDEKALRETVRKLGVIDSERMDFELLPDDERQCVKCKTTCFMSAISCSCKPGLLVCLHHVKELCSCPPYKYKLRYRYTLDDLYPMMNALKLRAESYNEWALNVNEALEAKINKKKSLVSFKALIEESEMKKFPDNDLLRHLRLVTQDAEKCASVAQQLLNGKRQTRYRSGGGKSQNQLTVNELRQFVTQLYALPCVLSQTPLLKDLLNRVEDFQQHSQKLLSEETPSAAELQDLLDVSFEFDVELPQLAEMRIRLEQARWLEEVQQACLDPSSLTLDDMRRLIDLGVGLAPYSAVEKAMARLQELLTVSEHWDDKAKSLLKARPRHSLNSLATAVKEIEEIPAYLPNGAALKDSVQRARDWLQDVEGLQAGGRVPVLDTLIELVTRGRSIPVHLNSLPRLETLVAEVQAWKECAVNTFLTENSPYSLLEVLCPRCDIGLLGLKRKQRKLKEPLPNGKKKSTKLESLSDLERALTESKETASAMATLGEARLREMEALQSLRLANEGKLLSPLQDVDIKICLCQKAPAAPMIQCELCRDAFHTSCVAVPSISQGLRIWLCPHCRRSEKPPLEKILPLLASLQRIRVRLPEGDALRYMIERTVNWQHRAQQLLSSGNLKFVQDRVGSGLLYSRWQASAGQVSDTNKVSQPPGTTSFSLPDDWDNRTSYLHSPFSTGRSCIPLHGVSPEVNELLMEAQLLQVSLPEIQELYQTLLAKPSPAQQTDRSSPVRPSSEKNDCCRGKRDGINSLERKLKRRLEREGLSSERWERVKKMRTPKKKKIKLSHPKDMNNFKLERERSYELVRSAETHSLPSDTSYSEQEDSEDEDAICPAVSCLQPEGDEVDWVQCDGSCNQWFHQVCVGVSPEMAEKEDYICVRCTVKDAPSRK
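Coupled FDH/NAD⁺ fluorescence readout. KDM5BΔAP 200 nM final; compound titration, 10 min RT preincubation; substrate mix 12.5 µM H3K4me3, 25 µM 2-OG, 50 µM Fe(II), 100 µM ascorbate, 0.25 mM NAD⁺, 0.25 U/mL FDH; ΔRFU over 30 min.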
* = called active by the depositor; i = inactive; u = inconclusive; [ ] = another dose, or the depositor's remark. Potency means the concentration at half of the fitted maximal effect. This is a subset. The share of hits here may be higher or lower than overall.

SMILES	KDM5B inh
Cc1ccc(CNS(=O)(=O)c2cc3[nH]c(=O)c(=O)[nH]c3cc2C)cc1	u
CN1C(=O)CO[C@H](c2ccc(NC(=O)c3cccc(C#N)c3)cc2)[C@H]1CO	20%[86.2 µM]
O=S(=O)(Cc1ccc(Cl)cc1)C1CCCCC1O (stereo unspecified)	12%
CCCCCCN1C=CC=C/C1=C\C=C(C#N)C#N	6%
COc1cc(OC)cc(-n2c(=O)c3ccccc3n(CC(=O)NCCc3ccc(OC)c(OC)c3)c2=O)c1	-3%
CC(C)(C)C(=O)/C(C#N)=C\c1cccc(F)c1	-9%
Cc1[nH]c2ccccc2c1C(=O)/C(C#N)=C\c1c(Cl)cccc1Cl	u
N#CCCn1cc(C(=O)CN2C(=O)C(=O)N(C3CCCC3)C2=O)c2ccccc21	-12%
Cc1ccc(C2=NC3(CCN(C(=O)c4ccc(N(C)C)cc4)CC3)ON2)cc1	-1%
Cc1ccc(N(CC(=O)N2CCN(C(c3ccccc3)c3ccccc3)CC2)S(C)(=O)=O)cc1	21%
Cc1cc(C)cc(OCCn2c(CCNC(=O)C3CCCCC3)nc3ccccc32)c1	-1%
Cc1ccc(C(=O)N[C@H]2CO[C@H]3[C@@H]2OC[C@@H]3Nc2nccc(-c3ccc(-c4ccccc4)cc3)n2)cc1	u
Clc1ccc(CNc2ncccn2)cc1	-18%
O=[N+]([O-])c1ccc(N/N=C/c2ccccc2)cc1	1%
CCCCCn1nc(C(=O)NCC(=O)Nc2cccc(C)c2C)c2ccccc2c1=O	2%
COc1ccc(CCn2cc3c(c2-c2ccccc2Br)c(=O)n(C)c(=O)n3C)cc1OC	u
CCN1CCN(Cc2c(O)ccc3c(C)c(-c4ccccc4)c(=O)oc23)CC1	u
COc1cc(NC(=O)CCc2c(C)nc3cc(-c4ccccc4)nn3c2C)cc(OC)c1OC	u
Cc1cccc(-n2c(C)cc(C(=O)C(=O)Nc3nncs3)c2C)c1	u
Cc1cc(C)c2c(CC(=O)Nc3c(C(=O)Nc4ccc(Cl)cc4)oc4ccccc34)coc2c1	6%
CCCCn1nc(CCOC)nc1-c1ccc(C(=O)N2CCOCC2)cc1	17%
CC(C)Oc1cccc(-c2n[nH]c3c2CC(=O)N(CCOc2ccccc2)C3)c1	u
CCn1nc(C(=O)Nc2ccc(OC)c(OC)c2)c2ccccc2c1=O	20%
COc1ccc(C(=O)Nc2cccnc2Sc2ccc(Cl)cc2)cc1	-13%
Cc1ccccc1C(=O)Nc1nnc(CC(=O)N/N=C/c2ccco2)s1	1%

Already shown: five of the compounds above.
SMILES	KDM5B inh
Cc1[nH]c2ccccc2c1C(=O)/C(C#N)=C\c1c(Cl)cccc1Cl	u
N#CCCn1cc(C(=O)CN2C(=O)C(=O)N(C3CCCC3)C2=O)c2ccccc21	-12%
Cc1ccc(C2=NC3(CCN(C(=O)c4ccc(N(C)C)cc4)CC3)ON2)cc1	-1%
Cc1ccc(N(CC(=O)N2CCN(C(c3ccccc3)c3ccccc3)CC2)S(C)(=O)=O)cc1	21%
Cc1cc(C)cc(OCCn2c(CCNC(=O)C3CCCCC3)nc3ccccc32)c1	-1%

Some of these compounds in order of the KDM5B inh value, descending.
molecule,KDM5B inh
CCCCCn1nc(C(=O)NCC(=O)Nc2cccc(C)c2C)c2ccccc2c1=O,2%
Cc1cc(C)cc(OCCn2c(CCNC(=O)C3CCCCC3)nc3ccccc32)c1,-1%
COc1cc(OC)cc(-n2c(=O)c3ccccc3n(CC(=O)NCCc3ccc(OC)c(OC)c3)c2=O)c1,-3%

Remaining list, next part
SMILES	KDM5B inh
COc1ccc2c(C)c(C(=O)N(C)Cc3csc(C(C)C)n3)oc2c1	-11%
CC(C)c1ccc(N=C2N=C(N)c3ccccc32)cc1	42%[activator]
CCCN(C(=O)c1ccc2c(=O)n3c(nc2c1)CCCC3)c1ccc(OCC)cc1	-5%
COc1ccc(C(=O)Nc2cc(OC)cc3cccnc23)cc1	i
O=C1c2ccccc2NC(c2cccc(F)c2)N1Cc1ccccc1 (stereo unspecified)	u
COc1ccc(CNC(=O)/C=C/C(=O)O)cc1	17%
Cn1c(=O)n(C)c2cc(Sc3ccccc3Cl)c(NS(C)(=O)=O)cc21	8%
Cn1cc(CC(=O)N2CCCc3ncc(C(=O)NCC4CCCO4)cc32)c2ccccc21 (stereo unspecified)	u
COc1ccccc1NCC(=O)N1CCN(S(=O)(=O)c2ccccc2)CC1	-9%
CC(=O)NCC(=O)N1C[C@@H](COCC2CC2)[C@H](c2ccncc2)C1	8%
Cc1nc2nc(CNC(=O)OC(C)(C)C)nn2c(C)c1CCC(=O)NCc1ccc(F)cc1	-3%
COc1ccc(SCCCCO)cc1	20%
COc1ccc(OC)c(CN2CCN(C(=O)c3cc4c(s3)CCCCC4)CC2)c1	-26%
Cc1noc(-c2ccccc2NC(=O)c2ccncc2)n1	11%
Cc1cc(C)cc(N(CCC#N)C(=O)CN(C)CC(=O)Nc2ccccc2Cl)c1	4%
O=C(CSc1cnc2cc(S(=O)(=O)N3CCCCC3)ccc2n1)Nc1ccc(Cl)cc1	-10%
COc1ccc(CC(=O)N2[C@@H]3CC[C@H]2CC(NC(=O)c2cnc(C)cn2)C3)cc1Cl (stereo partly specified)	-13%
COc1ccc(CNC(=O)c2nc(SC(C)C)ncc2Cl)cc1	-9%
CCOc1ccc(NC(=O)CCNS(=O)(=O)c2cccc3nsnc23)cc1	8%
COc1ccccc1/C=C/c1nc(C#N)c(N(C)C)o1	u
Cc1ccc(-n2ncc(C(=O)NCCN3CCN(C)CC3)c2C2CCN(C(=O)OC(C)(C)C)CC2)cc1C	0%
Cc1ccc(CNC(=O)c2ccc3c(c2)CN(Cc2cc(F)c(F)c(F)c2)CCO3)cc1	-9%
Cc1[nH]c(C=O)c(C)c1C#N	-9%
CCCC(=O)N1Cc2ccccc2CC2(CCN(Cc3ccccn3)C2)C1 (stereo unspecified)	u
Cc1ccc(-c2cc(C(F)(F)F)c(C#N)c(SCC(=O)O)n2)cc1	u
SMILES	KDM5B inh
Cc1ccc2c(=O)cc(C(=O)NCCc3nc(-c4ccccc4)no3)oc2c1	15%
COc1ccc(Cl)cc1NC(=O)C[n+]1cccc(C)c1	22%
CSc1ccc(-c2nc(CN3CCN(C(C)=O)CC3)c(C)o2)cc1	20µM*
COc1cc(OC)cc(C(=O)Nc2cc(-c3nc4cc(Cl)ccc4o3)ccc2Cl)c1	-15%
OCCOc1ccc(CNCC2CCCO2)cc1 (stereo unspecified)	5%
O=C(NC1CCN(Cc2ccc(Cl)cc2)CC1)c1ccc2nc(Cl)ccc2c1	10%
Cc1nc(-c2c3n(c(=O)n(CC(=O)Nc4ccc(F)cc4)c2=O)CCCCC3)no1	15%
O=C(Nc1nc(-c2ccncc2)cs1)c1cccc(S(=O)(=O)N2CCOCC2)c1	-2%
COc1cc(C(=O)N2CCc3c([nH]c4ccccc34)C2c2ccc(F)cc2)cc(OC)c1OC (stereo unspecified)	u
Cc1nc2cccnc2n1-c1cccc(C(=O)N2CCN(c3cccc(Cl)c3)CC2)c1	-24%
COc1ccc(NC(=O)C(=O)Nc2ccc3nc4n(c(=O)c3c2)CCCCC4)c(OC)c1	-17%
COCCOC(=O)C1=C(C)N=C2SC=C(CC(=O)N3CCCC3)N2C1c1cccc(F)c1 (stereo unspecified)	-11%
COc1ccccc1NC(=O)C1=C(C)Nc2c(C(=O)Nc3cccc(C)c3)cnn2C1c1ccccc1C (stereo unspecified)	u
O=C(O)/C=C/c1ccccc1Br	9%
CC(=O)c1ccc(C(=O)N2CC=C(c3ccccc3)CC2)s1	-15%
Cc1cc(Cl)c(OCCOCCN2CCNCC2)c(Cl)c1	u
COc1ccc(S(=O)(=O)c2c(SC)nn(CC(=O)Nc3ccc(C)c(Cl)c3)c2N)cc1	-15%
Cc1cccc(-c2ccc3c(c2)C(=O)N2CC[C@H](NS(=O)(=O)c4cccs4)[C@H]2C(=O)N3)c1C	u
COC(=O)c1noc(C)c1-c1ccnn1C(=O)c1ccc(C)cc1	35%[activator]
Cc1cccc(NC(=O)CCS(=O)(=O)c2ccc3c(c2)n(C)c(=O)c(=O)n3C)c1C	8%
O=S(=O)(c1ccccc1F)N1CCC(n2cnnc2C2CC2)CC1	18%
Cc1cccc(C(=O)N2C[C@H]3OC(=O)N(CCCN4CCOCC4)[C@H]3C2)c1	-18%
Fc1ccc(-c2cnc([C@@H]3COCCN3Cc3cccnc3)[nH]2)cc1	2%[86.2 µM]
CCCSc1nc2c(c(=O)[nH]c(=O)n2C)n1CC(O)COc1ccccc1C (stereo unspecified)	8%
O=C(CCc1cccs1)NC1CCCC1	11%
SMILES	KDM5B inh
O=C(N/N=C/c1cccc(Cl)c1)C1CCCC1	7%
COc1nc2nc(CCc3ccccc3)n(C)c2cc1-c1ccnc(C)c1	40µM*
CN1CC2(CCN(C(=O)C3CCCN3C3CCNCC3)CC2)OC1=O (stereo unspecified)	-9%
O=C(NCCCn1nnc2ccccc21)C1CC(=O)N(Cc2ccccn2)C1 (stereo unspecified)	-8%
CC(=O)c1ccc(NC(=O)C2CCC(CNS(=O)(=O)c3cccc4nsnc34)CC2)cc1 (stereo unspecified)	-20%
Cc1nnc(N2CCCC(C(=O)NCCc3ccc(Cl)cc3)C2)c2nn(-c3ccccc3)c(C)c12 (stereo unspecified)	u
O=C(C1CCC1)N1CCCc2cc(S(=O)(=O)Nc3ccc(F)cc3)ccc21	-27%
Cc1ccc(C)c(Nc2nc(N3CCOCC3)nc3nccnc23)c1	9%
COc1ccc(CCC(=O)N2CCC3(CC2)CC(Cc2nc(-c4cnccn4)no2)CCO3)cc1 (stereo unspecified)	3%
Cc1c(Cl)cccc1NC(=O)c1cnc(N2CCCCC2)c2ccccc12	-2%
CCc1ccc(NC(=O)CSc2nc3c(c(=O)[nH]2)CN(Cc2ccc(C)cc2)CC3)cc1	-20%
Cc1cccc(Nc2ncncc2-c2nc(-c3ccccc3)no2)c1C	28µM*
CC(C)OCCCNC(=O)CCCn1c(SCC(=O)c2ccc(Br)cc2)nc2c(sc3ccccc32)c1=O	-4%
COc1ccccc1CNC(=O)c1ccc2c(c1)N(C)C1CCCN1C2=O (stereo unspecified)	u
Cc1cc(C)c2c(=O)cc(CSc3n[nH]c(C)n3)[nH]c2c1	-5%
c1ccc(Nc2cc3c(cn2)CN(Cc2c[nH]c4ccccc24)CCN3)cc1	u
CC(=O)Nc1ccc(NC(=O)Nc2cccc(Cl)c2)cc1	5%
CCc1cc(=O)n(CC(=O)N2CCN(c3ccc(F)cc3)CC2)c(N2CCOCC2)n1	-20%
O=C(CC1C(=O)NCCN1Cc1ccccc1)NCc1nc(C2CC2)no1 (stereo unspecified)	u
C[S+](=O)([O-])c1ccc(-c2nc(C(=O)N3CCN(c4ncccn4)CC3)n3ccncc23)cc1	u
CCC(C)n1cc(/C=C2\NC(=O)N(CC)C2=O)c2ccccc21 (stereo unspecified)	-12%
CCOc1ccccc1NC(=O)N[C@H](Cc1ccccc1)C(=O)N1CCOCCNC(=O)CC1	5%
CCN1CCCC2(Cc3ccccc3CN([S+](=O)([O-])c3ccccc3)C2)C1 (stereo unspecified)	14%[115 µM]
Cc1ccc(CNC(=O)c2c(C)oc3ncnc(N4CCOCC4)c23)cc1	-20%
O=Cc1ccc(N2CCN(C(=O)NC3CCCCC3)CC2=O)cc1	-4%[149 µM]
SMILES	KDM5B inh
COc1ccccc1C(=O)NC1CCCN(c2cc(-c3ccc(F)cc3)[nH]n2)C1 (stereo unspecified)	-7%
O=C1CCC2(CCN(c3ncc(F)cn3)CC2)CN1CC1CCCO1 (stereo unspecified)	u
O=C(c1ccc(Cl)cc1)N1CCC2(CN[S+](=O)([O-])c3cccnc3O2)C1 (stereo unspecified)	20%[115 µM]
CN(Cc1ccco1)C(=O)c1cccc2c1CCN2C(=O)Nc1ccccc1	-6%
O=S1(=O)CCN(C2CCCCC2)c2c(F)nc(N3CCOCC3)c(F)c21	-9%
Cc1cccc(C)c1NC(=O)NCCCN1CCN(c2ccccc2)CC1	0%
CCOC(=O)C1=C(CN2CCc3ccccc3C2)NC(=O)NC1c1ccc(CC)cc1 (stereo unspecified)	-6%
CNC(=O)c1ccc(NC(=O)CC2(C(=O)O)CCCCC2)cc1	4%
Cc1cc2n(n1)CCC(=O)N2C(C)C(=O)NCc1ccc(F)cc1 (stereo unspecified)	11%
CNC(=O)[C@H]1C[C@H](Oc2cccnc2)CN1C(=O)Cc1ccccc1	15%
COc1cccc(C(=O)N2CCC(N3C[C@H](O)C[C@H]3C(=O)NCc3cc(F)cc(F)c3)CC2)c1	-6%
Cc1nc(CN2CCCC(CCc3ccccc3C(F)(F)F)C2)no1 (stereo unspecified)	-22%
Cn1cnc(S(=O)(=O)NCCc2noc(-c3ccncc3)n2)c1	6%
CCc1nc2ccc(C(=O)Nc3ncccc3O)cc2nc1CC	-45%
Cn1c(=O)[nH]c(=O)c2c1nc1n(CCO)c(-c3ccccc3)cn21	-6%
Cc1ccc2c(C)c(C(=O)N3C[C@@H](NS(C)(=O)=O)[C@H](C(C)C)C3)oc2c1	-2%
CCCn1c(C)cnc1CC1CCN(S(=O)(=O)CCC)CC1	20%
CC1=C[C@@H](CNC(=O)c2cnccn2)[C@H](C(C)C)C[C@H]1CC(=O)NCCN1CCOCC1	-12%
Cc1ccc(S(=O)(=O)N2CCN(C(=O)c3nn(-c4ccccc4F)c(C)cc3=O)CC2)c(C)c1	24%

3 compounds picked at random from those above:
SMILES	KDM5B inh
CCc1nc2ccc(C(=O)Nc3ncccc3O)cc2nc1CC	-45%
COc1cccc(C(=O)N2CCC(N3C[C@H](O)C[C@H]3C(=O)NCc3cc(F)cc(F)c3)CC2)c1	-6%
Cc1nc(CN2CCCC(CCc3ccccc3C(F)(F)F)C2)no1 (stereo unspecified)	-22%

Grouped by structure: the compounds so far with a CF3 group (2)
SMILES	KDM5B inh
Cc1ccc(-c2cc(C(F)(F)F)c(C#N)c(SCC(=O)O)n2)cc1	u
Cc1nc(CN2CCCC(CCc3ccccc3C(F)(F)F)C2)no1 (stereo unspecified)	-22%

Source: PubChem (National Center for Advancing Translational Sciences (NCATS))
